MLL CXXC-DNA inh = qHTS Fluorescence Polarization Assay for Inhibitors of MLL CXXC domain - DNA interaction; Histone-lysine N-methyltransferase 2A (Homo sapiens), Q03164; MLL-CXXC / FITC-HOXA9 DNA fluorescence polarization; Potency, µM (doses to about 115 µM), for the others: at the highest dose activity change, negative = inhibition, hits mostly inhibitors; 290,000 tested, 0.037% active; AID 2662, 2010; active = well fitted inhibition curve with a large enough effect in the polarisation, with a control signal flat, not every such curve was filed as active; inconclusive = small, poorly fitted or top-dose-only effect, or effect the other way, or a change in a side signal; inactive = no such curve, though single readings can be large or run the other way; the % refers to the polarisation; also: potency is read from the fitted curve at half-maximal effect
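Purified MLL-CXXC (added from a 7 uM solution) was preincubated 5 min at ambient with pinned compounds in 50 mM Tris-HCl pH 7.5, 50 mM NaCl, 1 mM DTT, 0.05% BSA. Fluorescein-labeled HOX-A9 DNA (50 nM solution) followed, 30 min, then polarization read.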
BRCA1 expr act = qHTS Assay to Identify Small Molecule Activators of BRCA1 Expression; MCF7-BRCA1-FFLuc reporter, luminescence, 48 h; response scale: scaled: vehicle 0%, 10 µM genistein 100%; Potency, µM (doses to about 46.1 µM), inactives show top-dose activation, hits mostly activators; 380,000 tested, 1.1% active; AID 624202, 2012; also: potency is read from the fitted curve at half-maximal effect; nearly all actives have a fitted effect of over 80% in size; some results filed as inactive show a strong effect at the top dose
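Activators of BRCA1 expression were detected as increased firefly luciferase luminescence in engineered MCF7 cells after 48 h compound incubation. Signals were scaled to genistein 10 microM as full activation.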
TRPV1 ag = HTS Assay for Compounds that Act as Agonists of the Vanilloid Receptor 1; AID 540275, 2011; TRPV1-expressing cells, Fluo-8 calcium influx, agonist mode; 320,000 tested, 0.19% active; activation, % at 8.33 µM; Transient receptor potential cation channel subfamily V member 1 (Homo sapiens), Q8NER1; in the data active = activation above about 80%; inconclusive = between about 30% and that limit; also: 0% is about no effect
Target sequence (Q8NER1 whole entry, looked up): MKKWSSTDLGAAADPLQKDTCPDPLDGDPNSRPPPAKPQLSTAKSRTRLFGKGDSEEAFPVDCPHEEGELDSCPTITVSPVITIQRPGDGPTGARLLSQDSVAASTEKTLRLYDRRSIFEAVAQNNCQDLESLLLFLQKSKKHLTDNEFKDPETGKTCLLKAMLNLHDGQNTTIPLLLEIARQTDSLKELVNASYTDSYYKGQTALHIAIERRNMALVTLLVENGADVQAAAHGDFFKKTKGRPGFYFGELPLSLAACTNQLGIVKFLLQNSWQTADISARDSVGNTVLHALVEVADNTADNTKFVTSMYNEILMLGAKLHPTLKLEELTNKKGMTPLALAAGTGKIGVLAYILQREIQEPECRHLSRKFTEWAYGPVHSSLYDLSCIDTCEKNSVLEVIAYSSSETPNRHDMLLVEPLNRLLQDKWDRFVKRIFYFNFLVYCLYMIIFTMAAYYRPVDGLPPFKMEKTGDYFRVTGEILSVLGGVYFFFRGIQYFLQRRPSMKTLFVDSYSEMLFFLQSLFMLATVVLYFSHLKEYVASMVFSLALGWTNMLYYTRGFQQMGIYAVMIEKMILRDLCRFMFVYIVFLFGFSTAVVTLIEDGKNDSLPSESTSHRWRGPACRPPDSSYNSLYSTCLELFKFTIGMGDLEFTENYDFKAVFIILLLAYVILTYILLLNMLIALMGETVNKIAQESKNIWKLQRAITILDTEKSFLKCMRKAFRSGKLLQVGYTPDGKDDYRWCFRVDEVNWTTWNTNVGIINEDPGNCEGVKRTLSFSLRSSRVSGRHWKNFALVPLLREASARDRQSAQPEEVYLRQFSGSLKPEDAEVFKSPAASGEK
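TRPV1-expressing cells were cultured overnight at 35.5C and loaded with Fluo-8 calcium dye for 40 to 90 min at room temperature. After a 10 s baseline, compound was added and calcium influx was read kinetically for 3 min (ex 480/em 520 nm).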
TCR activator = Activators of T cell receptors: qHTS campaign. primary human leukocytes, anti-CD3, IL-2 HTRF, 48 h. Potency, µM (top dose mostly 9.22 µM), for the others: top-dose activation of IL-2 secretion, hits mostly activators. 330,000 tested, under 10 active. AID 504894, 2011; also: % of control where 0% means no effect
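TCR engagement came from a-CD3 beads alone, with compounds added to primary human leukocytes for 48 hr. Secreted IL-2 bridged europium cryptate- and d2-labelled anti-IL-2 antibodies, giving FRET emission at 665nm after 320nm excitation.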
PTAP TSG101 blk = qHTS Assay for Iinhibitors of HIV-1 Budding by Blocking the Interaction of PTAP/TSG101; Fluorescence polarization, FITC-PTAP peptide / Tsg101 binding; Potency, µM (series often up to 115 µM), inactives show at the highest dose activity change, negative = inhibition, hits mostly inhibitors; 340,000 tested, under 10 active; AID 493005, 2010; active = well fitted inhibition curve with a large enough effect in the main read-out, with a control signal flat, not every such curve was filed as active; inconclusive = small, poorly fitted or top-dose-only effect, or effect the other way, or a change in a side signal; inactive = no such curve, though single readings can be large or run the other way; also: potency is read from the fitted curve at half-maximal effect; % of control where 0% means no effect
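Fluorescence anisotropy tracks displacement of a FITC-tagged PTAP peptide (50 nM) from the Tsg101 binding domain (10 uM), following a 20 min room-temperature incubation at pH 7.5.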
a7 integrin act = qHTS for Activators of Integrin-Mediated Alleviation for Muscular Dystrophy | alpha7betagal myoblasts, beta-gal FDG fluorescence, 48 h | AID 624291, 2012 | Potency, µM (titrated, usually from 38.3 µM), for inactives: at the highest dose activation, hits mostly activators | 350,000 tested, 0.064% active;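 also: potency is read from the fitted curve at half-maximal effect; 100% = response of the positive control SU9516; nearly all actives have a fitted effect of over 60% in size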
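alpha7betagal+/- myoblasts (passage 13, 250/well) treated 48 h at 37C with compounds at 1:260 dilution of DMSO stock. Lysed, then beta-galactosidase activity read as FDG fluorescence (ex 480/em 540) after 30 min, with pre-read for autofluorescence.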
p53 reactivation = qHTS assay for re-activators of p53 using a Luc reporter; H1299 p53-A138V BP100-luciferase reporter, luminescence, 24 h; 320,000 tested, 0.063% active; Potency, µM (titrated, usually from 92.2 µM), for the others: at the top dose activity change, positive = activation, usual class: activators; AID 504706, 2011; also: potency is read from the fitted curve at half-maximal effect; % of control where 0% means no effect; nearly all actives have a fitted effect of over 45% in size
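p53-null H1299 cells stably carrying temperature-sensitive p53-A138V and a BP100-luciferase reporter were pinned with compounds (4-point, 1:5 series) and held 24 hrs at 37 deg C. Luminescence was read 10 min after detection reagent.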
B2AR arrestin = qHTS assay of beta-arrestin-biased ligands of beta2-adrenergic receptor | Beta-2 adrenergic receptor (Homo sapiens), P07550 | beta-arrestin recruitment to beta2AR, cell-based reporter | Potency, µM (highest dose often 46.1 µM), for the others: at the top dose activation, usual class: activators | 330,000 tested, 0.02% active | AID 492947, 2010;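 also: potency is read from the fitted curve at half-maximal effect; 0% = DMSO controls and full agonism = EC100 isoproterenol or metaproterenol; nearly all actives have a fitted effect of over 65% in size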
AT treatment = qHTS Assay for Identifying a Potential Treatment of Ataxia-Telangiectasia; […] A-T fibroblasts, KAP-1 phosphorylation AlphaLISA; neocarzinostatin DNA damage 30 min before lysis; Potency, µM (series often up to 57.5 µM), for the others: at the highest dose activation, most hits filed as activators; 320,000 tested, 0.19% active; also: potency is read from the fitted curve at half-maximal effect; % of control where 0% means no effect; nearly all actives have a fitted effect of over 45% in size
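ATM-like activity read as KAP-1 phosphorylation via AlphaLISA donor/acceptor antibody pairs after lysis and 6 hr at 25C. Cells were ATM-null patient fibroblasts ([…], hTERT), dosed 60 min, then exposed to the DSB inducer NCS for 30 min.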
ELG1 DNA repair = qHTS screen for small molecules that inhibit ELG1-dependent DNA repair in human embryonic kidney (HEK293T) cells expressing luciferase-tagged ELG1. 330,000 tested, 2.3% active. AID 504467, 2011. Potency, µM (highest dose often 46.1 µM), for inactives: top-dose activity change, negative = inhibition, actives largely listed as inhibitors. HEK293T ELG1-luciferase reporter, luminescence, 16 h; DNA damage induced by 5-fluorouridine; also: potency is read from the fitted curve at half-maximal effect; % is scaled to controls: 0 for no effect and ±100 for the full control effect; nearly all actives have a fitted effect of over 55% in size
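5-Fluorouridine DNA damage + compound/DMSO, 2,000 cells/well, 16 h, 37 °C/5% CO2. ONE-Glo, 30 min RT, luminescence. Readout = decrease in reporter signal.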
Active calls of the source: *; ? = inconclusive; nt = no result given; [ ] = another dose, or the depositor's remark. Unless noted, calls follow the shape of the dose curve; as a rule, active = well fitted curve in the direction sought with a large enough effect; inconclusive = small, poorly fitted or top-dose-only effect, or another doubt; inactive = no such curve, though single readings can be large; an effect the other way counts as inactive or inconclusive.

SMILES	MLL CXXC-DNA inh	BRCA1 expr act	TRPV1 ag	TCR activator	PTAP TSG101 blk	a7 integrin act	p53 reactivation	B2AR arrestin	AT treatment	ELG1 DNA repair
Cc1onc(-c2ccccc2)c1C(=O)NC(=S)NNC(=O)c1ccc(O)cc1	8%	-46%	-6	1%[46.1 µM]	-3%	-20%	4%	-1.2%	4%	-15%
CCOC(=O)/C(C#N)=C1/SC(CC)C(=O)N1c1ccc(Br)cc1 (stereo unspecified)	-4%	-6%	-5	-13%	-7%	-5%	-2%	0.0%	1%	-4%
COc1ccc(C(=O)NCC(=O)OCC(=O)Nc2sccc2C#N)cc1OC	0%	-1%	-2	-11%	-4%	-9%	6%	0.0%	2%	?
Cc1ccccc1NC1=NC(=S)N(c2ccccc2)C12CCOC(C)(C)C2 (stereo unspecified)	1%	1%[1.84 µM]	11	1%	-6%	10%	-1%	-0.2%	1%	-16%
Cc1ccc(/C=C(\C#N)C(=O)NC(C)c2ccccc2)o1 (stereo unspecified)	14%	1%	9	-1%	0%	-6%	1%	-1.3%	1%	5%
CCOP(=O)(OCC)C(Nc1ccc(F)cc1)c1ccccc1 (stereo unspecified)	3%	12%	7	4%	2%	17%	-3%	-0.1%	-4%	6%
CC(C)CN(C(=O)CC1OC(=O)c2ccccc21)c1c(N)n(Cc2ccccc2)c(=O)[nH]c1=O (stereo unspecified)	nt	-5%	-2	2%	-3%	12%	4%	-2.3%	-1%	3%
Cc1ccc(Nc2nc(-c3ccccc3)cs2)nc1	23%	?	?	nt	-1%	-10%	nt	0.3%	4%	?
O=C(c1cc(-c2cccs2)nc2ccccc12)N1CCN(S(=O)(=O)c2cccc(F)c2)CC1	11%	-2%	2	0%	1%	-8%	2%	0.1%	0%	?
O=C(CCCn1c(=O)c2sccc2n(CC(=O)NCc2ccco2)c1=O)NCc1ccco1	12%	1%	1	-2%	-6%	18%[7.66 µM]	3%	0.4%	3%	0%
CC(=O)NCCc1nc2cc(NS(=O)(=O)c3ccc(Cl)cc3)ccc2n1C	-7%	-8%	-2	7%	-6%	-25%	-13%	0.0%	16%	-12%
CCCC1S/C(=N/N=C/c2ccco2)NC1=O (stereo unspecified)	5%	-5%	-8	-4%[46.1 µM]	0%	-14%	11%	-3.6%	-1%	9%
Cc1cc(C)n(-c2nncn2/N=C/c2ccccc2F)n1	1%	-6%	2	-2%	-4%	-1%	-21%	0.2%	-6%	-5%
O=C(NCC1CCCO1)C(c1ccncc1)N(Cc1cccs1)C(=O)CN1C(=O)c2ccccc2S1(=O)=O (stereo unspecified)	19%	-11%	-4	1%	-3%	-24%	0%	0.2%	5%	-6%
CCOC(=O)c1c(-c2ccc(C)o2)csc1NC(=O)CSc1nncs1	-1%	-43%	0	-6%	-7%	-57%[inhibitor]	5%	-0.3%	1%	?
Cc1onc(-c2c(F)cccc2Cl)c1C(=O)N[C@@H]1C(=O)N2C(C(=O)O)C(C)(C)S[C@H]12 (stereo partly specified)	nt	0%	1	-15%	-1%	nt	-2%	-0.2%	-5%	6%
N#CC1=C(N)Oc2cc(O)ccc2C1c1ccc(Br)s1 (stereo unspecified)	31%[activator]	-30%	-2	3%	0%	?	nt	-0.9%	-2%	-3%
O=C(Cc1c(F)cccc1Cl)Nc1cc(S(=O)(=O)N2CCOCC2)ccc1N1CCCC1	nt	-19%	nt	-3%	1%	?	-4%	0.3%	0%	1%
Cc1ccc(OCC(=O)Nc2nnn(C)n2)c(C)c1	1%	2%	-3	4%	0%	-22%	14%	-0.3%	6%	?
O=C(NCc1ccccn1)c1cn(-c2ccccc2)nc1-c1ccc(Cl)cc1	-3%	-23%	?	-8%[46.1 µM]	0%	-4%	-2%	4.1%	2%	-16%
Cc1cccc(C(=O)Nc2ccc(C(=O)N/N=C/c3cccnc3)cc2)c1	18%	-18%	0	1%	-1%	0%	-5%	-0.3%	-2%	-1%
O=C(COC(=O)c1ccc(Br)cc1)NC(=O)NCc1ccccc1	nt	-17%	6	2%	-2%	0%	-2%	-0.1%	8%	3%
O=C(C[N+]12CC[N+](CC(=O)c3ccc(F)cc3)(CC1)CC2)c1ccc(F)cc1	12%	5%	17	-3%	-9%	8%	4%	-0.2%	-2%	11%
O=C(COc1cc(F)ccc1[N+](=O)[O-])N1N=C(c2cccs2)CC1c1ccco1 (stereo unspecified)	nt	13%	3	-6%	-3%	-1%	-2%	3.0%	4%	17%
CCOC(=O)NC(=O)CN1C(=O)NC2(CCc3ccccc32)C1=O (stereo unspecified)	-8%	-22%	-1	-5%	1%	5%	4%	-0.7%	-3%	?

Additional results follow.
SMILES	MLL CXXC-DNA inh	BRCA1 expr act	TRPV1 ag	TCR activator	PTAP TSG101 blk	a7 integrin act	p53 reactivation	B2AR arrestin	AT treatment	ELG1 DNA repair
O=C(CSc1ccc2nnc(-c3ccccn3)n2n1)Nc1ccccc1C(F)(F)F	3%	-16%	5	2%	-8%	0%	-6%	0.2%	2%	8%
O=C(CCN1C(=O)/C(=C/c2ccc(F)cc2)SC1=S)NC1CCS(=O)(=O)C1 (stereo unspecified)	13%	-4%	-1	15%	-1%	0%	28%	0.3%	-6%	1%
CC1=NN(C(=O)CCc2ccccc2)C(c2ccccc2)C1 (stereo unspecified)	-1%	10%	11	4%	-4%	-23%	11%	-0.7%	-2%	0%
O=C(NNS(=O)(=O)c1ccc(F)cc1)C1CCN(Cc2cccc(F)c2)CC1	-1%	-19%	3	-5%	-4%	46%	-2%	-1.3%	-1%	-28%
O=C1CC(C(=O)N(CC2CCCO2)C(C(=O)NC2CCCCC2)c2ccncc2)CS1 (stereo unspecified)	-20%	-9%	-4	1%[46.1 µM]	-5%	-18%[7.66 µM]	19%	0.0%	3%	14%
CN1C(=O)c2c(sc3c2CC(C)(C)SC3)N2CCN=C12	4%	-37%	-3	-9%	0%	-23%	-1%	-0.1%	13%	-28%
CC1Cc2nc(SCC(=O)Nc3ccc4c(c3)OCO4)n(CCc3ccccc3)c(=O)c2S1 (stereo unspecified)	13%	-17%	-8	2%[46.1 µM]	0%	5%	-12%	-0.9%	-2%	13µM*
Cc1cc(NS(=O)(=O)c2ccc(NC(=O)COc3ccc(C#N)cc3)cc2)nc(C)n1	nt	-13%	nt	-3%	-3%	3%	2%	0.2%	-1%	0%
O=S1(=O)C=C(SCCN2CCCC2)c2ccccc21	-5%	-13%	0	-4%	0%	-44%	24%	0.1%	-4%	-28%
Cc1ccnn2c(-c3ccccc3)c3c(=O)n(C)c(=O)n(C)c3c12	-16%	nt	-4	nt	nt	nt	2%	0.1%	3%	9%
Cc1ccc2cc3c(NC(=O)CC(C)C)nn(C)c3nc2c1	8%	2%	5	2%	-1%	6%	-27%	-0.2%	1%	?
Cc1cc(=O)[nH]c2c1c(=O)[nH]n2C1CC(C)N(C)CC1C (stereo unspecified)	-3%	6%	0	-8%	-4%	-6%	-9%	2.9%	-3%	9%
CCC(=O)Nc1cccc(-n2nnnc2SCC(=O)c2ccc(C)c(C)c2)c1	3%	58%	-4	3%[46.1 µM]	-4%	-4%	?	-0.7%	10%	-31%
COc1ccc(OCC(O)CN(C)C(=O)/C=C/c2cccc([N+](=O)[O-])c2)cc1 (stereo unspecified)	?	0%	12	11%	6%	10%	-1%	0.8%	0%	?
CC1CC(C)CN(CCC(=O)Nc2ccc3c(c2)CCC3)C1 (stereo unspecified)	-1%	-15%	1	-37%	-5%	0%	-5%	0.0%	-5%	4%
CCN1C(=O)C2C(c3ccc(O)c(OC)c3)NC(C)(C(=O)OC)C2C1=O (stereo unspecified)	1%	0%	1	8%	-10%	0%	-6%	-0.2%	2%	11%
COC(=O)N1c2ccccc2CCc2ccccc21	-8%	-58%	3	-7%	1%	-28%	1%	-0.1%	1%	?

Limited to AT treatment, for 3 of the compounds above:
smiles	AT treatment
Cc1ccnn2c(-c3ccccc3)c3c(=O)n(C)c(=O)n(C)c3c12	3%
Cc1ccc2cc3c(NC(=O)CC(C)C)nn(C)c3nc2c1	1%
Cc1cc(=O)[nH]c2c1c(=O)[nH]n2C1CC(C)N(C)CC1C (stereo unspecified)	-3%

Screening data: PubChem BioAssay, National Center for Advancing Translational Sciences (NCATS)
